A549 viability – kills or reduces viability of A549 cells in Nrf2 counter-screen; A549 ARE-Fluc cells, CellTiter-Fluor viability, 18-24 h; Potency, µM (titrated, usually from 46 µM), without a hit: at the highest dose activity change, negative = cytotoxicity, actives largely listed as inhibitors; hit rate 0.16% among 390,000; further: potency means the concentration at half of the fitted maximal effect; on the % scale 0 is the no-effect control and ±100 the full control effect
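Cytotoxicity counterscreen: CellTiter-Fluor fluorescence was measured in A549 ARE_Fluc cells after 18-24 h of compound exposure in a concentration series. The subsequent BugLite luminescent read reports ARE-luciferase activity.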
TGFb SMAD3 inh – blocks TGF-b signaling; Potency, µM (titrated, usually from 46.1 µM), without a hit: top-dose activity, negative = inhibition, usual class: inhibitors; AID 588855; hit rate 1.2% among 410,000; HepG2 CAGA-GFP TGF-b/SMAD3 reporter, GFP fluorescence, 18 h; TGF-beta stimulated, 500 pg/mL final; further: potency means the concentration at half of the fitted maximal effect; on the % scale 0 is the no-effect control and ±100 the full control effect; nearly all actives have a fitted effect of over 65% in size
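Inhibition was scored as loss of TGF-beta-induced (500 pg/mL final, 18 hours, 37 degrees C) GFP in HEPG2 cells carrying a CAGA-GFP reporter, in DMEM with 1% FBS. Well GFP was summed per cell; Activity was normalised to unstimulated and stimulated DMSO wells, then concentration-response fitting.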
MCF10A rerep – induces DNA re-replication in MCF 10a normal breast cells; MCF 10A DNA re-replication, Hoechst nuclear intensity, 48 h; Potency, µM (titrated, usually from 46.1 µM), for inactives: top-dose activity, positive = re-replication, usual class: activators; hit rate 2.9% among 350,000; AID 624296; further: potency means the concentration at half of the fitted maximal effect; % of control where 0% means no effect; nearly all actives have a fitted effect of over 50% in size
ATXN viability – cell viability loss in ATXN counter-screen | S2 cells (HEK-293 line with an ATXN2-luciferase reporter) viability, CellTiter-Fluor protease fluorescence, 24 h | Potency, µM (highest dose often 56.7 µM), usual class: cytotoxic | hit rate 0.49% among 400,000; further: potency means the concentration at half of the fitted maximal effect; nearly all actives have a fitted effect of over 40% in size
IL-1B inflam inh – inflammasome signaling inhibition, IL-1 beta readout. THP-1 LPS/ATP IL-1B secretion, AlphaLISA, 16 h; active compounds read low. activity change, % at 57.5 µM. hit rate 4.7% among 360,000; in the data active means activity change below about -50%; inconclusive means mostly about -30% to -49%; further: on the % scale 0 is the no-effect control and ±100 the full control effect
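THP-1 cells pretreated 1 hr with compounds (up to 57.5 uM final), then stimulated with LPS (250 ng/mL final) plus ATP (1.25 mM final); secreted IL-1B measured by AlphaLISA after 16 hr, decreased signal indicating inhibition.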
ATXN2 expr inh – ATXN2 expression inhibition. HEK-293 ATXN2-luciferase reporter, luminescence, 24 h. Potency, µM (highest dose often 57 µM), inactives show at the top dose activity change, negative = inhibition, usual class: inhibitors. AID 1745845. hit rate 0.72% among 360,000; further: potency means the concentration at half of the fitted maximal effect; on the % scale 0 is the no-effect control and ±100 the full control effect; nearly all actives have a fitted effect of over 55% in size
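qHTS (up to 57 uM final) was run with 24 h compound exposure of reporter cells at 37 °C. Each well was multiplexed: SteadyGlo luminescence measured ATXN2-luciferase expression after a fluorogenic Gly-Phe-AFC viability readout (25 uM final).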
Nrf2 activator – activates Nrf2 signaling; Potency, µM (doses to about 46.1 µM), for the others: top-dose activation, hits mostly activators; hit rate 0.31% among 410,000; AREc32 ARE-luciferase reporter (MCF7-derived line), luminescence, 24 h; AID 624171; further: potency means the concentration at half of the fitted maximal effect; % of control where 0% means no effect; nearly all actives have a fitted effect of over 65% in size
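Luciferase luminescence (Steady-Glo, 30 min at room temperature) served as the read-out of ARE activation in AREc32 cells treated with compounds for 24 hr at 37 deg C.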
HepG2 tox – kills HepG2 cells in TGF-b inhibitor counter-screen | Potency, µM (series often up to 46.1 µM), for inactives: at the highest dose activity change, negative = cytotoxicity, usual class: cytotoxic | HepG2 CAGA-GFP viability, ATP luminescence, 18 h | hit rate 0.76% among 410,000 | AID 588856; further: potency means the concentration at half of the fitted maximal effect; some results filed as inactive show a strong effect at the top dose
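CellTiter-Glo luminescence gave cytotoxicity after 18 hours at 37 degrees C. The cells were HepG2 CAGA-GFP in 1% FBS DMEM, stimulated with 500 pg/mL TGF-beta after compound addition. %Activity was normalised to no-cell wells (complete cell-killing) and DMSO (no toxicity), and curves were fitted and classified.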
Nrf2 inh – inhibitors of Nrf2 signaling; A549 ARE-Fluc reporter, luciferase luminescence, 18-24 h; Potency, µM (series often up to 46 µM), inactives show at the highest dose activity change, negative = inhibition, most hits filed as inhibitors; hit rate 2.1% among 360,000; AID 504444; further: potency means the concentration at half of the fitted maximal effect; on the % scale 0 is the no-effect control and ±100 the full control effect; nearly all actives have a fitted effect of over 60% in size
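Nrf2 function is reported as luminescence of an ARE-controlled luciferase in A549 cells. Compounds were tested at several concentrations, and a CellTiter-Fluor read on the same wells flagged cytotoxicity.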
Numbers without * were called inactive; i = inactive; ? = inconclusive; . = no result given; [ ] = dose if it differs, or a comment. Unless noted, the call rests on the fitted dose curve; in most records, active means well fitted curve in the direction sought with a large enough effect; inconclusive means small, poorly fitted or top-dose-only effect, or another doubt; inactive means no such curve, though single readings can be large; an effect the other way counts as inactive or inconclusive.

SMILES	A549 viability	TGFb SMAD3 inh	MCF10A rerep	ATXN viability	IL-1B inflam inh	ATXN2 expr inh	Nrf2 activator	HepG2 tox	Nrf2 inh
Cc1ccc(C(=O)OCCN(C)Cc2ccccc2)cc1	7%	2%	-4%	i	8	.	-0.3%	17%	4%
CCCCN(C(=O)CC1OC(=O)c2ccccc21)c1c(N)n(CCCC)c(=O)[nH]c1=O (stereo unspecified)	-13%	0%	1%	i	2	1%	-0.5%	-2%	12%
O=c1c2ccccc2c(C=NC2CCS(=O)(=O)C2)c(O)n1-c1ccccc1 (stereo unspecified)	-5%	9%	-1%	i	-19	-17%	-0.5%	2%	-10%
Cc1cccc(-c2noc(CN(C(=O)c3ccc4c(c3)OCO4)C(C)C)n2)c1	-3%	37%[activator]	0%	i	-13	-15%	-0.2%	3%	-26%
Cc1nc2ccc(S(=O)(=O)CCC(=O)Nc3ccccc3C)cc2s1	11%	-4%	.	.	.	.	-0.5%	-37%	27%
CC(C)Cc1nc2ccccc2n1CCc1ccccc1	-1%	-5%	14%	i	0	0%	-0.4%	-26%	-10%
O=C(CSc1nccn1Cc1ccc(Cl)cc1)Nc1nc2ccccc2s1	8%	?	.	?	.	-19%	0.3%	-63%	.
N#Cc1cccc(N2[C@@H](Cc3cc4ccccc4n3Cc3ccccc3)COC[C@H]2Cc2ccc3ccccc3c2)c1	.	3%	.	i	12	3%	-0.4%	0%	.
O=C(/C(=C/c1cccnc1)n1ccnc1)c1ccc(Cl)cc1Cl	-13%	4%	?	i	?	.	4.6%	-53%	6%
Cc1cc(C(=O)N/N=C/c2c(C)nn(-c3ccccc3)c2C)c(C)o1	6%	22%	1%	i	-12	26%	4.7%	5%	8%
COc1cc2ccccc2cc1C(=O)N(CCN(C)C)c1nc2c(F)cccc2s1	-15%	17%	9%	i	15	-15%	0.7%	-4%	15%
CC(C)c1nc2ccc(C(=O)NCc3ccc(F)cc3)cc2o1	-3%	1%	.	.	.	.	1.0%	-23%	.
O=C1NC(=S)S/C1=C\c1cc2ccccc2nc1N1CCCCC1	-28%	-5%	?	i	63	2%	-1.0%	-5%	21µM*
CCOC(=O)c1ccc(NC(=S)NNC(=O)C2(C)CC2(Cl)Cl)cc1 (stereo unspecified)	-14%	-6%	12%	i	3	13%	4.0%	-35%	-20%
CSc1ccc(NC(N)=S)cc1	-1%	2%	-3%	i	-7	.	-0.8%	-15%	0%
COC(=O)c1ccc(N2NC(=O)/C(=C/c3cc(OC)c(O)c(OC)c3)C2=O)cc1	2%	2%	1%	i	14	17%	-0.3%	-166%	13%
COC(=O)c1ccc(Nc2nc(N3CCOCC3)nc(N3CCOCC3)n2)cc1	5%	-10%	6%	i	.	-18%	0.4%	-3%	-1%
CC1=C(C(=O)OCc2ccccc2)C(c2cccs2)N2C(=O)CCSC2=N1 (stereo unspecified)	?	-6%	-5%	i	-56*	-17%	0.1%	1%	?
COc1ccc(Nc2ncc(C(=O)Nc3cccc(OC)c3)c3ccccc23)cc1	1%	-2%	.	i	.	3%	13%	0%	3%[9.27 µM]
CCN(CC)c1ccc(CNc2nc3ccccc3n2C)cc1	14%	1%	6%	i	-20	12%	1.1%	-17%	19%
CCCCCCN1CCN(C2CN(Cc3cn(CCCC(=O)OC)nn3)S(=O)(=O)C2)CC1 (stereo unspecified)	.	.	.	i	2	9%	-0.8%	.	.
Cc1c(C(=O)N2CCN(C(=O)c3ccco3)CC2)sc2nc(-c3ccc(F)cc3)cn12	0%	-5%	-3%	?	-4	-23%	0.5%	-9%	-19%
Cc1ccc(-n2c(=O)c3c4c(sc3n(Cc3cc(=O)n5cc(Cl)ccc5n3)c2=O)CCC4)cc1C	2%	5%	.	i	.	-3%	-0.4%	-1%	-12%[9.27 µM]
CN(C)CCNC(=O)/C(=C/c1ccc(-c2ccc(Cl)cc2)o1)NC(=O)c1ccccc1	7%	?	?	i	-93*	-18%	11%	16µM*	5%
COc1cc(/C=N/OCC(=O)NC2CCCCC2)ccc1OCc1ccccc1	-12%	-10%	?	i	?	20%	3.2%	-19%	-1%
SMILES	A549 viability	TGFb SMAD3 inh	MCF10A rerep	ATXN viability	IL-1B inflam inh	ATXN2 expr inh	Nrf2 activator	HepG2 tox	Nrf2 inh
COc1ccc2c(c1)cc1c(=O)n(CC(=O)NC3CC3)nc(C)n12	1%	-9%	.	i	.	6%	-0.8%	-3%	0%
Cc1cc(C(=O)OCC(N)=O)c(C)n1-c1ccccc1	4%	-5%	?	i	-5	4%	4.1%	8%	20%
OC(COc1ccc(F)cc1)CN1CCN(CC(O)COc2ccc(F)cc2)CC1 (stereo unspecified)	11%	-25%	9%	i	14	0%	-0.5%	-25%	?
O=C(NC(=S)Nc1cccc(C(F)(F)F)c1)c1csnn1	-4%	5%	29%	i	-9	-13%	5.2%	11%	-12%
CC1=C(C#N)c2nc(N)c(C#N)c(C)c2/C1=C\c1ccc(-c2ccccc2C(=O)O)o1	-18%	-2%	-4%	?	-88*	-1%[11.3 µM]	-0.2%	7%	-8%
C=CCN1c2ccccc2[C@]23C[C@@H](C(=O)OC)N(C(=O)c4cccs4)C2=NC(C(=O)OC)=C(C(=O)OC)[C@H]13	?	?	23%	i	52	0%	-0.8%	-25%	?
CC(C)(C)C1c2[nH]c3ccccc3c2CCN1Cc1cccc(OCCO)c1 (stereo unspecified)	13%	-26%	?	i	-15	-3%	5.7%	-16%	-6%
CCCCC(=O)N(c1ccc(OCC)cc1)C1C=CS(=O)(=O)C1 (stereo unspecified)	0%	-1%	13µM*	i	15	7%	-0.6%	2%	1%
CCOc1ccc(CCNC(=O)c2cc(Nc3ccc(C)cc3C)nc3ccccc23)cc1OCC	16%	0%	.	i	.	7%	-0.5%	0%	28%
Cc1ccc(F)cc1NC(=O)C1CCCN(c2ncccn2)C1 (stereo unspecified)	1%	-13%	?	i	-12	1%	0.0%	4%	-9%
CCN(CC(=O)Nc1c(F)cccc1F)C(=O)C1CC(=O)N(c2ccc3c(c2)OCCO3)C1 (stereo unspecified)	-1%	-2%	0%	i	15	3%	-0.5%	-6%	3%
CC(=O)Nc1ccc(S(=O)(=O)Nc2ccc(=O)n(Cc3ccc(Cl)c(Cl)c3)c2)cc1	-10%	1%	7%	i	18	.	0.3%	1%	12%
COc1ccc(-n2ccn(CC(=O)NCCc3ccccc3)c(=O)c2=O)cc1OC	-1%	-9%	.	.	.	.	-0.5%	3%	9%
CCNc1ccc(C(=O)OCC)cc1NC(=O)c1cccc(N(C)C)c1	?	?	-5%	i	28	5%	3.2%	-22%	-2%
NC(=O)c1nsc(C(=O)N(c2ccc3c(c2)OCO3)C(C(=O)NCC2CCCO2)c2ccc(F)cc2)c1N (stereo unspecified)	-14%	4%	2%	i	-12	1%	3.5%	-22%	?
COc1ccc(NC(=O)c2cc3c(CO)cnc(C)c3oc2=Nc2cc(OC)cc(OC)c2)cc1	3%	1%	-11%	i	19	-1%	0.5%	-6%	-4%
CCCCC(O)(CCCC)C(=O)NN(C(=O)OCC)c1ccccc1	-1%	-11%	11%	i	-10	4%	-0.2%	-5%	0%
CCCCn1c(SCC(=O)NCc2ccc3c(c2)OCO3)nnc1C(CC)N(C)C (stereo unspecified)	0%	10%	-2%	i	-5	-7%	0.0%	-11%	-2%
O=C(COC(=O)c1ccc(Br)cc1)NCC1CCCO1 (stereo unspecified)	0%	-3%	-3%	i	16	-12%	-0.6%	6%	0%
CCOP(=O)(O)c1cccc(OCCOCCOc2cccc(P(=O)(O)OCC)c2)c1	0%	10%	6%	i	-8	.	-0.1%	2%	0%
CC1CC(C)CN(C(=O)C2CCN(S(=O)(=O)c3ccc4c(c3)CC(C)N4C(=O)C3CC3)CC2)C1 (stereo unspecified)	3%	-11%	5%	i	?	-10%	0.2%	-25%	?
COc1cc(-c2coc3c(C(=O)NC4CCCCC4)cccc23)ccc1O	.	-5%	.	?	?	?	4.3%	-33%	.
O=C1CSC(c2ccccc2)N1c1ccc(F)cc1F (stereo unspecified)	1%	-2%	-14%	i	-4	17%	-0.1%	0%	-1%
Cc1nc2ccc(C(=O)N3CCN(c4ccccn4)CC3)cc2s1	-6%	6%	4%	i	11	2%	0.3%	-11%	9%
O=S(=O)(NC1=NCCCCC1)c1ccc(F)cc1F	0%	-4%	-2%	i	7	9%	-0.6%	3%	20%
SMILES	A549 viability	TGFb SMAD3 inh	MCF10A rerep	ATXN viability	IL-1B inflam inh	ATXN2 expr inh	Nrf2 activator	HepG2 tox	Nrf2 inh
O=C(OCC(=O)N(C1CCCCC1)C1CCCCC1)c1ccc(O)cc1	10%	-5%	1%	i	19	-2%	-0.2%	1%	8%
COC(=O)c1ccc(Cl)cc1NC(=O)N1CC2CCCN2c2ccccc21 (stereo unspecified)	-4%	-1%	.	.	.	.	0.7%	-5%	0%
CCOC(=O)C1=C(C)OC(=Cc2ccc(OC)cc2)C1=O	.	5%	.	i	11	.	-1.1%	-4%	.
Cc1onc(-c2ccccc2)c1-c1csc(N/N=C/c2ccccc2Cl)n1	0%	-12%	16%	i	-21	-23%	-0.4%	-38%	7%
Cc1cc(C)cc(OCCCn2c(-c3ccc(Cl)cc3)nc3ccccc3c2=O)c1	9%	-30%	.	i	.	6%	0.4%	-15%	2%
Cc1nc(NCCOc2ccccc2)sc1C(=O)Nc1ccccc1	0%	5%	-2%	i	-29	27%	7.1%	26%	?

Assay outcomes (PubChem)
